Screens as filed in PubChem BioAssay.
DDE Tn7 FP inh: DD(E)-Tn7 binding inhibition, primary FP screen | P02675 | FP displacement of FITC-Tn7 peptide from fibrin DD(E); 0% = median of compound wells per plate | inhibition, % at 8.3 µM | actives 0.13% (n = 370,000);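 active means inhibition above the mean of compounds falling within the control limits plus 3 SD of them, cut at about 14% in these data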;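 further: 0% = plate median of compound wells and 100% = 10 µM Aha-Tn7 peptide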
Target sequence (P02675 whole entry, looked up): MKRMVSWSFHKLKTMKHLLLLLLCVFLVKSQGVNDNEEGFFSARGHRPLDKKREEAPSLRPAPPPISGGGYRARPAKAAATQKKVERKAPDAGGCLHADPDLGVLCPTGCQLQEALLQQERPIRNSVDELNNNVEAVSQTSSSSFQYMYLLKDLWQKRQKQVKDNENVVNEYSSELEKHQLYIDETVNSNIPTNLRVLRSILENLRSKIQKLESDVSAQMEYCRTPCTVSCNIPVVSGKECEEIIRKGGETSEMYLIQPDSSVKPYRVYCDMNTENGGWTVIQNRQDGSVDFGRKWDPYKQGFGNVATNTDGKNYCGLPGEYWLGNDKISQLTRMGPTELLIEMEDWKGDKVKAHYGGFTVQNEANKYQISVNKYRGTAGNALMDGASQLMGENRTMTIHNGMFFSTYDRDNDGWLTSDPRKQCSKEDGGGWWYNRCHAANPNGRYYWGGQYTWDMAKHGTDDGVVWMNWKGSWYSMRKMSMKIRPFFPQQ
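Test system – human fibrin DD(E) · Times – 10 min preincubation, 3 h with tracer, room temperature · Detection – fluorescence polarization of the labelled Tn7 tracer · Measure – percent inhibition normalized to high-control wells · Benchmarks – high control wells with 10 µM unlabelled Aha-Tn7 peptide (full inhibition) · Repeats – singlicate testing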
Tn6 DDE FP: inhibitors of Tn6 peptide binding to human fibrin DD(E); P02675; Fibrin DD(E) TRITC-Tn6 fluorescence polarization displacement; inhibition, % at 8.3 µM; actives 0.21% (n = 370,000); AID 720509;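 active means inhibition above a per-campaign cutoff: mean of compounds within control limits plus 3 SD, cut at about 15% in these data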;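 further: 0% = median of all compound wells on the plate and 100% = blocking peptide control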
ASAP1 inh: inhibitors of human ASAP1 ArfGAP activity. Q9ULH1. ASAP1-stimulated ARF1 GTP hydrolysis, GDP FP detection. inhibition, % at 16.5 µM. actives 0.19% (n = 360,000). AID 624377; in the data active means inhibition above about 25%;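 further: 0% = vehicle with enzyme and substrate and 100% = no enzyme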
UHRF1 MBD2 ctr: blocks human UHRF1 binding to methylated DNA | Q96T88 | UHRF1 binding to methylated oligo, TR-FRET | inhibition, % at 4.4 µM | actives 0.75% (n = 370,000); in the data active means inhibition above about 21%;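 further: UHRF1 SRA domain binding a hemimethylated CpG hairpin DNA probe; 0% = median of test compound wells and 100% = reference inhibitor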
KLK7 zymogen act: activators of human kallikrein-7 zymogen | P49862 | purified proKLK7, EDANS-DABCYL substrate fluorescence; 100% is mature enzyme control, 0% vehicle | actives 0.9% (n = 370,000) | activation, % at 7 µM;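 active means activation above the mean of all tested compounds plus 3 SD, computed per campaign excluding outliers beyond control limits, cut at about 13% in these data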
Target sequence (P49862 whole entry, looked up): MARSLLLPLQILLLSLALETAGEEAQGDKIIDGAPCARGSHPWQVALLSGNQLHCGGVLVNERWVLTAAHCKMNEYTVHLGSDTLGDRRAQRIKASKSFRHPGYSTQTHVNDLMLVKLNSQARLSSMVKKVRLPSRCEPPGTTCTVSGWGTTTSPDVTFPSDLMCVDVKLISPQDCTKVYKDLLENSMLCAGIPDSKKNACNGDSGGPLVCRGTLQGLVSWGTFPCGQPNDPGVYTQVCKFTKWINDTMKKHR
PLC-beta3 inh: PLC-beta3 (human) inhibition, primary screen. Purified PLC-beta3, fluorogenic substrate, fluorescence. inhibition, % at 12.2 µM. actives 0.18% (n = 370,000). AID 720704; in the data active means inhibition above about 11%;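 further: 0% = median of compound wells on plate and 100% = full blocker control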
PLCg1 inh: blocks human PLC-gamma1 enzyme activity. P19174. purified PLC-gamma1, fluorogenic substrate, fluorescence. inhibition, % at 12.2 µM. actives 0.84% (n = 370,000). AID 720700; in the data active means inhibition above about 9.5%
NR1D1 modulator: modulates human Rev-erb alpha binding to DNA | activity, % at 10 µM | Rev-erbα–FITC-DNA binding, fluorescence polarization, 90 min | P20393 | actives 0.79% (n = 370,000);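 active means activity above about 14%, limit read from the data; passing the limit was not always enough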;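 further: 0% = DMSO wells with 35 nM protein and 100% = DMSO wells with 750 nM protein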
HGIII-sPLA2 inh: Blocks human group III sPLA2 activity | actives 0.56% (n = 370,000) | AID 743126 | QFRET BODIPY PC-A2 liposome hydrolysis, fluorescence | Q9NZ20 | inhibition, % at 12.2 µM;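 active means inhibition above mean plus 3 SD of compounds lying within the high and low control bounds, cut at about 19% in these data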;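 further: 0% = median of test compound wells and 100% = no enzyme DMSO wells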
ARFGAP1 inhibitor: inhibits rat ARF GTPase activating protein 1. AID 651572. Arfgap1-stimulated ARF1 GTP hydrolysis, GDP FP detection. actives 0.26% (n = 360,000). inhibition, % at 16.5 µM. Q62848;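 active means inhibition above a per-plate limit, mean inhibition of low control wells plus 3 SD, cut at about 25% in these data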;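 further: 0% = DMSO wells with enzyme and 100% = wells lacking Arfgap1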
Target sequence (Q62848 1-136 limits assumed): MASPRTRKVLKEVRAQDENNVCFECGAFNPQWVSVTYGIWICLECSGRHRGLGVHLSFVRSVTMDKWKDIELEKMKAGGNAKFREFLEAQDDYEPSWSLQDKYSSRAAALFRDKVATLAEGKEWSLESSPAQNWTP
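System: truncated rat Arfgap1 GAP domain / Benchmarks: high control wells lacking Arfgap1, low control full reaction with DMSO / Times: compound-enzyme preincubation 20 min, reaction 120 min, detection 60 min, 25 °C / Repeats: one replicate per compound / Also added: human ARF1(Δ1-17)-GTP substrate / Measured by: Tracer-displacement fluorescence polarization with EDTA stop, 620/688 nm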
* marks the source's active call; other numbers are inactive results; . = not tested or not shown.

Each structure is followed by: DDE Tn7 FP inh, Tn6 DDE FP, ASAP1 inh, UHRF1 MBD2 ctr, KLK7 zymogen act, PLC-beta3 inh, PLCg1 inh, NR1D1 modulator, HGIII-sPLA2 inh, ARFGAP1 inhibitor
1. O=C(CC(c1ccco1)C1CCCCC1=O)c1ccco1 (stereo unspecified)
    -2, -5, -5, -4, 0.1, -4, -2, -3, -6, 3
2. CCCN(CCC)CCCNC(=O)C(NS(=O)(=O)c1ccc2c(c1)CCC(=O)N2)c1ccccc1 (stereo unspecified)
    -3, 5, -4, 11, -0.2, -1, 0, 5, -1, 7
3. CCOC(=O)CN(C(=O)CSc1nnc2c(n1)[nH]c1ccc(F)cc12)c1ccccc1
    -8, -12, 3, -1, 0.1, -1, -4, 2, -24, 19
4. O=C(Nc1ccccc1)OCc1cncs1
    9, -3, 11, 17, -0.1, -1, -1, 5, 7, 19
5. Cc1ccc(-n2sc3cc(F)ccc3c2=O)c(C)c1
    -2, 6, -3, -1, 0.6, 6, 0, -3, 4, 0
6. Cc1ccc2cc(C3CC(c4ccco4)=NN3S(=O)(=O)c3ccccc3)c(Cl)nc2c1 (stereo unspecified)
    1, 4, 17, -2, -0.6, -5, -4, 0, -4, 2
7. COc1ccc(NC(=O)CNC(=O)Cc2ccccc2)cc1OC
    -6, -1, -18, 2, 0.3, -3, 4, 5, 5, 9
8. COc1ccc(-c2c(C)n([O-])c3c([n+]2=O)CCC3)cc1OC
    -10, -4, -5, -1, 0.1, 4, 0, 0, -3, -1
9. Cn1c(NNC(=O)C2CCCCC2)cc(=O)n(C)c1=O
    -3, 3, -13, 3, 0.1, 1, 3, -2, 2, -3
10. NC(=O)[C@@H]1CC2(CC(c3cccc(NC(=O)CC(c4ccccc4)c4ccccc4)c3)=NO2)CN1C(=O)COc1ccc(Cl)cc1 (stereo partly specified)
    -6, -5, -2, -1, 0.1, 2, 7, 12, -26, 5
11. COc1ccccc1NC(=O)Cc1csc(NC(=S)Nc2ccc(C)cc2)n1
    -4, -7, 12, 4, -1.3, -3, 5, -1, -33, 27*
12. CC(=O)c1cc(NC(=O)c2cccc(C(F)(F)F)c2)c(=O)oc1/C=C/N(C)C
    -9, -3, 7, 2, 0.4, -15, -8, 20*, 9, 16
13. CCC1CN2CCc3cc(OC)c(OC)cc3C2CC1CC1c2cc(OC)c(OC)cc2CCN1C(=O)C(Cc1c[nH]c2ccccc12)NC(=O)OC(C)(C)C (stereo unspecified)
    -4, 8, -10, -4, 3.6, -94, -75, 14, -54, 1
14. O=[N+]([O-])c1ccc(C[n+]2ccc(Cc3ccccc3)cc2)cc1
    -8, 5, 6, 2, -0.3, 2, 5, -3, 0, 4
15. Cc1ccc(Cn2cccc(-c3nc4ccccc4s3)c2=O)cc1
    0, 4, 0, -1, -62, -357, -262, -1, -2, 23
16. CC12CCC3(CC1CCC1OC12)OCCO3 (stereo unspecified)
    -9, -4, -6, -2, -0.5, 4, 0, -7, -6, -15
17. CCCCNC(=S)N(C)/N=C/c1ccc(OCc2ccc(C(=O)OC)cc2)c(OC)c1
    8, 0, -3, 4, -0.2, 2, -5, 1, 1, 1
18. COc1ccc(/C(C)=N/OC/C(O)=C(\C#N)c2nc3ccccc3[nH]2)cc1OC
    7, -8, 9, -2, 0.1, -2, -2, 3, 0, 23
19. O=C(Cn1nnc2ccccc2c1=O)NCc1ccc(Cl)cc1
    2, 1, 4, 3, -0.1, -5, 6, 6, -6, 4
20. O=C(COC(=O)C1CC2CCCC(C1)C2=O)NNC(=O)c1ccc([N+](=O)[O-])cc1 (stereo unspecified)
    0, -5, 2, -1, 0.5, -4, 1, 3, -2, -5
21. COc1ccc(C)cc1NC(=O)CN1CCN(S(=O)(=O)c2ccc3ccccc3c2)CC1
    0, 2, 1, -2, 0.2, -4, 1, 1, 1, -16
22. O=C(O)c1cccc(NC(=S)NC(=O)c2ccc3ccccc3c2)c1
    7, 4, 1, 1, 1.0, -10, 0, -2, -3, -4
23. COCc1cc(CN2CCCC(C(=O)Nc3ccc(-c4ccco4)cc3)C2)ccc1OC (stereo unspecified)
    1, 1, 14, -2, 0.3, -12, -4, -8, -10, 15
24. O=C(COc1ccc(S(=O)(=O)N2CCOCC2)cc1)Nc1ccccc1F
    7, 6, -8, -2, 0.2, 0, -1, -9, 1, -5
25. Cc1ccc(S(=O)(=O)c2c(COC(=O)c3ccccc3Cl)c(-c3ccccc3)nn2C)cc1
    -4, -5, -5, -1, 0.3, 5, 1, 6, -2, 3
26. CC(=O)N1c2ccccc2[C@H](C)[C@H]1C
    0, 0, -5, 1, 0.0, 0, -2, 2, 5, 6
27. Cc1ccc(NC(=S)c2ccc3ccccc3n2)c(C)c1
    -1, -2, 6, -1, 0.5, -4, 3, 4, 2, 1
28. COc1cc(OC)cc(C(=O)NCc2ccc(-n3cccc3)cc2)c1
    -1, -5, 10, -3, -0.4, -8, 0, 2, -35, 4
29. N#Cc1cnc2nc(SCc3ccccc3)nn2c1
    1, 1, -3, -2, 0.3, -4, 0, 1, 12, 8
30. Cc1cc(N)ccc1S(C)(=O)=O
    3, 3, 5, 0, -0.6, 7, 3, 1, -2, 4
31. CCOC(=O)Nc1ccc2c(c1)Sc1ccccc1N2C(=O)CCN1CCOCC1
    -5, -1, 17, 10, 0.3, -2, 2, -1, -10, -13
32. CCCCN(C)CCCNC(=O)Cn1c(=O)sc2ccccc21
    6, 6, -2, 1, 0.4, -3, -1, 6, -4, 2
33. C[C@H]1CC[C@]2(O[C@@H](CCO)C[C@H](O)[C@H]2O)O1
    1, 4, -9, -1, 0.4, -2, -2, -1, -1, -2
34. Cc1nc(-c2ccc(S(=O)(=O)Nc3ccc(S(N)(=O)=O)cc3)cc2)co1
    1, 7, 2, 0, -1.0, -4, -1, -1, -8, 4
35. CCOC(=O)/C(C#N)=C1/CCCCCN1C
    -11, -3, 4, 2, -0.2, 0, -1, 5, -3, 1
36. COc1ccccc1CNc1ccc(C(=O)O)cc1
    0, -1, -3, 6, 0.0, -1, 0, 0, 6, 2
37. O=C(O)CCNC(=O)OCC1c2ccccc2-c2ccccc21
    -5, 3, 16, 0, 0.8, -6, -3, 0, 0, -3
38. CCOC(=O)c1sc2ncn(C(CC)C(=O)OC)c(=O)c2c1C (stereo unspecified)
    8, 2, 3, 4, -0.1, 1, -2, -2, 1, 8
39. COc1cc2nc(COc3ccc(C#N)cc3)n(CC#N)c(=O)c2cc1OC
    1, -8, 5, 1, -0.5, 0, -1, -8, -6, 5
40. C(#CC1CCCC1)c1ccc2c(c1)COc1c3ccccc3nn1-2
    2, -6, -2, -1, -0.4, -1, 0, 3, -3, 2
41. CN(CC(=O)Nc1ccccc1Cl)C(=O)c1cccc(S(=O)(=O)N2CCN(Cc3ccccc3)CC2)c1
    3, 3, 11, -1, 0.7, -6, -7, -1, -20, 3
42. CCSc1ccccc1C(=O)Nc1cc(OC)c(OC)c(OC)c1
    3, 4, 8, -4, 0.5, 5, 3, -5, -1, 5
43. O=C(CNC(=O)c1ccc(Cl)cc1)NC1CCCCC1
    1, 6, 3, 1, -0.4, -3, 0, 5, 4, -6
44. CNc1nc2cc([N+](=O)[O-])c([N+](=O)[O-])cc2nc1NC
    3, -3, 2, -4, 0.1, -57, -50, 5, 3, 1
45. Cc1cc(C)cc(C(=O)OCCCN(C)C2CN(Cc3cn(Cc4cccc(F)c4)nn3)S(=O)(=O)C2)c1 (stereo unspecified)
    -2, -2, ., 2, 0.5, 0, 3, 1, -27, .
46. CCNc1c(NS(=O)(=O)c2ccc(F)c(Cl)c2)c(=O)oc2ccccc12
    -4, -6, 2, -1, -0.3, 0, 3, 3, -11, -4
47. CCOc1ccccc1N1CCN(C(=O)c2cc(-c3cc(OC)ccc3OC)nc3ccccc23)CC1
    0, 5, 1, 0, 0.0, -16, -11, 4, -6, 2
48. COc1ccc(CCCc2nnc(SCC(=O)Nc3nccs3)n2C)cc1C
    6, 5, 2, 0, 0.2, -1, -1, 1, -10, 6
49. Cn1ccnc1C1CCCCN1C(=O)c1cc(COc2ccc(F)cc2Cl)on1 (stereo unspecified)
    5, 0, -4, 3, 0.4, -1, 3, 5, 0, -6
50. Cc1ccc2cc(/C=C(\C#N)C(N)=O)c(N3CCCCC3)nc2c1
    2, -4, -6, -2, 0.9, -114, -99, 4, 3, 4
51. Nc1nc(-c2ccc(Cl)cc2)nnc1-c1ccc(Br)cc1
    0, -3, 7, 1, -0.8, 3, 1, 11, 0, 4
52. CCNC(=O)C1CCCN(C(=O)c2ccc(OC)cc2OC)CC1 (stereo unspecified)
    -7, 7, -9, -1, -0.1, 0, -2, 2, 5, -2
53. CCOC(=O)N1CCC(NC(=O)CS(=O)(=O)Cc2nc(-c3ccc(OC)cc3)oc2C)CC1
    2, -3, -3, 1, 0.5, 3, 2, 3, 3, 6
54. Cc1cccc(C(=O)N[C@H](C(=O)Nc2cccc(S(=O)(=O)N3CCCC3)c2)C(C)C)c1
    -6, 5, -5, 5, 0.4, -6, 3, -7, -10, -7

Structures listed so far that have two or more sulfur atoms (three):
Each structure is followed by: DDE Tn7 FP inh, Tn6 DDE FP, ASAP1 inh, UHRF1 MBD2 ctr, KLK7 zymogen act, PLC-beta3 inh, PLCg1 inh, NR1D1 modulator, HGIII-sPLA2 inh, ARFGAP1 inhibitor
11. COc1ccccc1NC(=O)Cc1csc(NC(=S)Nc2ccc(C)cc2)n1
    -4, -7, 12, 4, -1.3, -3, 5, -1, -33, 27*
34. Cc1nc(-c2ccc(S(=O)(=O)Nc3ccc(S(N)(=O)=O)cc3)cc2)co1
    1, 7, 2, 0, -1.0, -4, -1, -1, -8, 4
48. COc1ccc(CCCc2nnc(SCC(=O)Nc3nccs3)n2C)cc1C
    6, 5, 2, 0, 0.2, -1, -1, 1, -10, 6

The order is random, and some 4.5% of all compounds hit somewhere here.
